Pemphigus Ab inh: blocks pemphigus antibody binding to human desmoglein-3. P32926. DSG3-coupled beads, scFv-anti-DSG3-GFP binding, flow cytometry; stronger effect = lower value. binding (percent of control), % at 10 µM. 0.48% of 310,000 active. AID 588358;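 active = binding more than 3 SD below its plate's average and above zero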;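 note: hits lower antibody fragment binding to DSG3; some compounds called inactive have numbers as strong as hits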
Arr AP2 block: human beta-arrestin and AP2 interaction inhibition. FITC-arrestin peptide / GST-AP2 beads, flow cytometry; AP2 beta2 appendage carries R879A mutation. inhibition, % at 10 µM. 0.31% of 340,000 active. AID 504490;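 active = inhibition above a set limit, near 3 SD of compounds lacking own fluorescence, cut at about 54% in these data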;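 note: plate controls were DMSO wells for no effect and 5 µM unlabelled arrestin peptide for full effect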
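Test system: GST-tagged AP2 beta2-adaptin appendage (R879A) on 4 µm glutathione beads; also added: fluorescein-tagged arrestin peptide at 50 nM final; timing: 12 min plus 1 h, RT; signal: flow cytometry, FL1 (488/535 nm); read-out: percent drop in bead-associated FITC signal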
Keap1-Nrf2 PPI: inhibitors of human Keap1-Nrf2 protein-protein interaction | Keap1 Kelch-Nrf2 peptide fluorescence polarization, 1536-well | inhibition, % at 9.4 µM | 0.15% of 340,000 active | AID 504523; in the data active = inhibition above about 12%;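 note: human Keap1 Kelch domain with fluorescein labeled Nrf2 9mer peptide probe; 0% = neutral control wells and 100% = peptide positive control; higher means more block of Keap1 binding to Nrf2 peptide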
RTF Ca sens inh: cardiac RTF calcium desensitization; P19429+P45379; IANBD-labeled cardiac RTF, Ca2+ fluorescence; inhibition, % at 7.15 µM; 0.12% of 340,000 active;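 active = inhibition above the mean inhibition of all tested compounds plus 3 SD, cut at about 17% in these data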;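 note: assay run at fixed EC70 calcium of 1.6 mM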
LANA DNA inh: KSHV C-LANA DNA binding inhibition; MBP-C-LANA/FAM-LBS DNA binding, fluorescence polarization; inhibition, % at 9 µM; 0.078% of 340,000 active; AID 504423;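 active = highest replicate inhibition at or above 60% at 9 µM, even if other replicates fall short; inactive = all replicates below 60% inhibition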;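 note: 0% = neutral control wells and 100% = 4 µM acridine orange control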
DAGLB inhibitor: blocks human DAGLB lipase activity. 0.059% of 340,000 active. HEK293T DAGLB membrane lysate, EnzChek fluorogenic substrate. AID 504411. Q8NCG7. inhibition, % at 5.17 µM; in the data active = inhibition above about 34%;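 note: 0% = enzyme with vehicle and 100% = wells lacking enzyme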
NSD2 inh: NSD2 (human) methyltransferase inhibition; O96028; NSD2 peptide methylation, AlphaScreen, 120 min; inhibition, % at 12.5 µM; 0.54% of 310,000 active; in the data active = inhibition above about 50%
Target sequence (O96028 whole entry, looked up): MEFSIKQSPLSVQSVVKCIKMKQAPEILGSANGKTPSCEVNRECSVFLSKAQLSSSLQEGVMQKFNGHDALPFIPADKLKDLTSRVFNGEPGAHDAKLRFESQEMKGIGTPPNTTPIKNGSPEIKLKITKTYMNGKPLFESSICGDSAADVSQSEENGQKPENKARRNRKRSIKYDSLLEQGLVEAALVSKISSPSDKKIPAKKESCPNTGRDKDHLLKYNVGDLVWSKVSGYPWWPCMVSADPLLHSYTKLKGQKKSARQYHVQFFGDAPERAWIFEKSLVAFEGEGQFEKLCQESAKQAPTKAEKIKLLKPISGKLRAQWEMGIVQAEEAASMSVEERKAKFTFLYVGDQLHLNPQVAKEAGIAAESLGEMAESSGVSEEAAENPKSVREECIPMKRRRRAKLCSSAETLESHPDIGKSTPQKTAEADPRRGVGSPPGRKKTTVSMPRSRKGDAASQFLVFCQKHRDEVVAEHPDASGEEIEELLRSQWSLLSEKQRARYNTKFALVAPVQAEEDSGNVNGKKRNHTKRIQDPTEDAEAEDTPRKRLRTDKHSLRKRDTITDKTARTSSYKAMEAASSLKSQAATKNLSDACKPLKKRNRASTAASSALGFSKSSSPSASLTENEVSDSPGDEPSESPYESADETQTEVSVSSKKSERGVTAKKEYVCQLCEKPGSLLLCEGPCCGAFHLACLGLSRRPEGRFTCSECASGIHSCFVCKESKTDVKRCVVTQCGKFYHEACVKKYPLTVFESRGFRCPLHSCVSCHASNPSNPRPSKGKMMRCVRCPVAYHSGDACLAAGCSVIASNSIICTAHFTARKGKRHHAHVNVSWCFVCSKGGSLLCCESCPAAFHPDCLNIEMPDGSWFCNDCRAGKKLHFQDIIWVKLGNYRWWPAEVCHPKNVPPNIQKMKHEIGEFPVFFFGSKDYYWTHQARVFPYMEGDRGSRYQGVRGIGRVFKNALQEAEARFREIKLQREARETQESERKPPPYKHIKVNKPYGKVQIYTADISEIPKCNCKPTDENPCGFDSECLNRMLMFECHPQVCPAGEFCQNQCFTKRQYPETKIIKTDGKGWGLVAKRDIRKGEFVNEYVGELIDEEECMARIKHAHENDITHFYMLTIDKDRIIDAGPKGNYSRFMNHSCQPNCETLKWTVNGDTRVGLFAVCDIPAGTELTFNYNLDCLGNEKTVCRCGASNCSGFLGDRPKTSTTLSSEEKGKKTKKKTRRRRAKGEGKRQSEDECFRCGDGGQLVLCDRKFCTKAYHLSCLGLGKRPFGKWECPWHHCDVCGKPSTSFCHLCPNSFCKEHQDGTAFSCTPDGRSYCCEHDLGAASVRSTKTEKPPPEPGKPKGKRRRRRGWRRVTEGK
CAL PDZ FP-1: blocks peptide binding to human CAL PDZ domain; 0.02% of 330,000 active; Q9HD26; AID 504414; inhibition, % at 20 µM; purified CAL PDZ, TMR-peptide fluorescence polarization, 1 h;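 active = highest replicate inhibition of at least 40%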;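 note: plate controls were DMSO neutral control wells for no effect and unlabeled competitor peptide control wells for full effect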
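Assay system – tagged CAL PDZ protein CerCALP, purified · Timing – 1 h at RT · Compound – single point, 20 µM · Measured by – fluorescence polarization from S- and P-plane intensities, G-factor corrected · Evaluation – inhibition from polarization loss · Probe or stimulus – TMR reporter peptide T*-PRC34 · Buffer or medium – pH 7.4 phosphate-saline buffer, reducing agent, detergent, IgG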
V-ATPase pH: alters yeast V-ATPase proton transport. S. cerevisiae, pHLuorin cytosolic pH fluorescence. response, % at 10 µM. 0.37% of 350,000 active. AID 504577; in the data active = response mostly above about 7.3%, no sharp cut-off; inactive = mostly below about 5.4%; note: actives read high; inactives centre near 0; some compounds called inactive have numbers as strong as hits; reference of the scale not given here
CAL PDZ FP-2: CAL PDZ (human) peptide binding inhibition. Q9HD26. purified CAL PDZ, TMR-peptide fluorescence polarization, 1 h. inhibition, % at 24.9 µM. 0.92% of 300,000 active. AID 602252;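 active = mean inhibition of at least 30% with at least half of replicates also reaching 30%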;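 note: 0% = DMSO neutral control and 100% = excess unlabeled competitor peptide PRC23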
Starred values were filed as active, the others as inactive; / = not tested or not shown.

no. | SMILES | Pemphigus Ab inh | Arr AP2 block | Keap1-Nrf2 PPI | RTF Ca sens inh | LANA DNA inh | DAGLB inhibitor | NSD2 inh | CAL PDZ FP-1 | V-ATPase pH | CAL PDZ FP-2
1 | O=C(/C=C/NNC(=O)c1cccc(Br)c1)c1ccccc1 | 101 | -5 | -4 | -1 | 3.7 | -1 | 1 | / | -1 | 0
2 | Cc1ccc(-c2nnn(CCC(=O)Nc3ccc4c(c3)OCO4)n2)cc1 | 91 | 0 | -1 | -4 | 0.8 | -14 | -2 | -2.6 | -3 | 1
3 | Cc1n[nH]c(=O)n1-c1ccc(OC(F)(F)F)cc1 | 100 | 45 | -1 | -3 | -0.6 | -1 | / | -1.6 | 2 | -1
4 | Cc1ccccc1N(CC(=O)N/N=C/c1ccc(F)cc1)C(=O)c1ccccc1 | 102 | 3 | 0 | -6 | 0.0 | 0 | 2 | -1.3 | 5 | -4
5 | Cc1ccc(NC(=O)CN2C(=O)CSc3ccc(S(=O)(=O)N4CCCCC4)cc32)cc1 | 99 | -4 | -1 | -2 | -0.9 | 0 | -1 | -1.1 | -1 | 1
6 | COCCN1C(=O)C(=O)/C(=C(/O)c2ccc(S(=O)(=O)N3CCCCC3)cc2)C1c1ccc(O)c(OC)c1 (centres undefined) | 102 | 18 | -3 | -8 | 0.7 | 0 | 2 | -0.7 | 0 | 0
7 | CN(C)S(=O)(=O)c1ccc(N2CCCC2)c(C(=O)N2CCN(S(=O)(=O)c3ccc(F)cc3)CC2)c1 | 100 | 37 | -10 | 2 | 0.0 | 1 | 0 | -1.9 | 2 | -4
8 | O=C1Nc2ccccc2C1(O)Cc1ccncc1 (centres undefined) | 103 | 0 | -6 | -4 | 1.8 | -3 | -4 | -1.8 | 7 | -2
9 | CCOC(=O)c1nnn(-c2nonc2N)c1-c1ccccc1Cl | 101 | -12 | -4 | -14 | -1.1 | 0 | 0 | -0.7 | 4 | /
10 | Cc1ccc(C(=O)N/C(=C/c2ccco2)C(=O)NC2CCS(=O)(=O)C2)cc1 (centres undefined) | 104 | -8 | -1 | 2 | -1.4 | -1 | 3 | -0.1 | 4 | /
11 | CCN(C(=N)N=C(N)N)c1ccccc1 | 103 | 4 | 2 | -4 | -0.3 | 0 | -1 | -0.4 | 1 | -2
12 | O=C(O)c1ccc(CSc2nc3ccc(NC(=O)c4ccccc4C(=O)O)cc3s2)cc1 | 108 | -3 | -10 | -4 | 32 | 4 | 3 | -1.7 | 5 | 4
13 | CC(C)C(OC(=O)c1nsc(Cl)c1Cl)C(=O)NC(C)(C)C (centres undefined) | 100 | -10 | -8 | -11 | 0.9 | -6 | -1 | -0.2 | 0 | /
14 | O=C(Cc1n[nH]c(=O)c2ccccc12)OCC(=O)c1ccc2c(c1)OCCO2 | 109 | 28 | 2 | -3 | -0.1 | -3 | 14 | -1.0 | 12* | -1
15 | Cn1c(=O)c(=O)n(C)c2cc(S(=O)(=O)CCC(=O)Nc3ccccc3C(F)(F)F)ccc21 | 100 | / | / | / | / | 1 | 0 | / | 0 | /
16 | CCCOc1ccc(CSc2nc3ccccc3[nH]2)cc1 | 102 | 5 | 2 | -2 | 1.3 | -4 | / | -2.6 | 0 | /
17 | O=C(Nc1ccc(F)c(Cl)c1)c1cc(-c2ccco2)on1 | / | 5 | -4 | -5 | 0.4 | -4 | -2 | -1.1 | -3 | /
18 | COc1ccc(-n2c(C)c(C)c3c(NCCO)ncnc32)cc1 | 105 | -14 | 4 | -9 | 5.3 | 0 | 3 | -0.1 | 4 | -1
19 | Cc1ccc2oc(=O)n(CC(=O)N3CCOCC3)c2c1 | / | -9 | -3 | -1 | 0.1 | -2 | -7 | 0.6 | 2 | -1
20 | COc1ccc(-c2c[n+](CC(=O)c3ccccc3)c3n2CCCCC3)cc1 | / | 30 | -3 | 7 | -2.7 | -1 | -1 | -0.2 | -1 | 8
21 | O=C(Nc1cc(C(F)(F)F)ccc1N1CCOCC1)c1cccs1 | 85 | 6 | -5 | -14 | -0.4 | -1 | 1 | -1.6 | -2 | 0
22 | CCOc1ccc(/C(O)=C2/C(=O)C(=O)N(c3ncccn3)C2c2ccc(C)cc2)cc1 (centres undefined) | 106 | -5 | -3 | -2 | 0.2 | 2 | -2 | 0.0 | 1 | /
23 | COC(=O)c1ccc(NC(=S)NCC2CC2)cc1 | 96 | -4 | 2 | -23 | -0.2 | -1 | -1 | -0.7 | -3 | 4
24 | CC(C)c1ccc2[nH]c(O)c(N=NC(=O)c3cccc(S(=O)(=O)Nc4ccccc4Cl)c3)c2c1 | 90 | 100* | -5 | -4 | -1.7 | 0 | 0 | -1.6 | 1 | 0
25 | C/C=C(/C)C(=O)Nc1cccc(C2=NOC3(C2)C[C@@H](C(N)=O)N(C(=O)CC(c2ccccc2)c2ccccc2)C3)c1 (some centres undefined) | 99 | -4 | -5 | 0 | -3.1 | 0 | / | -1.8 | -1 | -1

6 entries from above in another layout.
Order of results: Pemphigus Ab inh, Arr AP2 block, Keap1-Nrf2 PPI, RTF Ca sens inh, LANA DNA inh, DAGLB inhibitor, NSD2 inh, CAL PDZ FP-1, V-ATPase pH, CAL PDZ FP-2
(15) Cn1c(=O)c(=O)n(C)c2cc(S(=O)(=O)CCC(=O)Nc3ccccc3C(F)(F)F)ccc21
    100, /, /, /, /, 1, 0, /, 0, /
(16) CCCOc1ccc(CSc2nc3ccccc3[nH]2)cc1
    102, 5, 2, -2, 1.3, -4, /, -2.6, 0, /
(17) O=C(Nc1ccc(F)c(Cl)c1)c1cc(-c2ccco2)on1
    /, 5, -4, -5, 0.4, -4, -2, -1.1, -3, /
(18) COc1ccc(-n2c(C)c(C)c3c(NCCO)ncnc32)cc1
    105, -14, 4, -9, 5.3, 0, 3, -0.1, 4, -1
(19) Cc1ccc2oc(=O)n(CC(=O)N3CCOCC3)c2c1
    /, -9, -3, -1, 0.1, -2, -7, 0.6, 2, -1
(20) COc1ccc(-c2c[n+](CC(=O)c3ccccc3)c3n2CCCCC3)cc1
    /, 30, -3, 7, -2.7, -1, -1, -0.2, -1, 8

Additional results follow.
no. | SMILES | Pemphigus Ab inh | Arr AP2 block | Keap1-Nrf2 PPI | RTF Ca sens inh | LANA DNA inh | DAGLB inhibitor | NSD2 inh | CAL PDZ FP-1 | V-ATPase pH | CAL PDZ FP-2
26 | c1ccc2cc(CCCc3cc4ccccc4cn3)ncc2c1 | 106 | 19 | -1 | -8 | -0.4 | -6 | / | -0.6 | -2 | 0
27 | CC(=O)C1=C(O)C(=O)N(CCC(=O)O)C1c1ccccc1[N+](=O)[O-] (centres undefined) | 96 | 32 | -1 | -5 | 1.5 | 0 | -1 | -0.9 | 2 | -3
28 | CCS(=O)(=O)Nc1ccc(C(=O)OC)cc1 | / | -2 | -4 | 2 | -2.6 | 3 | -1 | -1.0 | 2 | 1
29 | COc1ccc(-c2nnc(N3CCOCC3)c3ccccc23)cc1 | 111 | 18 | -2 | -5 | 0.6 | 1 | -2 | -1.2 | -5 | 0
30 | COc1ccc(C(C#N)=Cc2ccccc2OC)cc1 | 104 | / | / | / | / | -13 | -1 | / | 0 | /
31 | CCCc1[nH]nc2c1C(CCC)C(C#N)=C(N)O2 (centres undefined) | 99 | 15 | 4 | 6 | 0.5 | 2 | / | -3.2 | 2 | -1
32 | COc1ccc(C(=O)NNC(=O)C2=NN(c3ccccc3)C(=O)CC2)cc1 | 95 | 15 | -4 | 3 | 0.7 | -2 | -2 | -1.2 | 0 | -4
33 | Cc1cccc(C)c1NC(=O)C1(N(C(=O)c2ccccn2)c2ccc(O)cc2)CCCCC1 | 81 | -1 | 4 | 2 | 1.6 | -3 | 1 | 0.3 | -2 | /
34 | CC(=O)N/C(=C\c1ccccc1)C(=O)NC(C)C(=O)O (centres undefined) | 103 | 9 | 3 | 5 | 1.6 | -1 | 0 | -0.4 | -1 | -5
35 | Cc1ccc(NC(=O)c2cnn(-c3ccccc3)c2C)cc1C | 100 | -17 | 0 | -7 | 2.0 | -1 | -2 | -0.2 | -3 | -5
36 | COc1cc(NC(=O)CCNC(=O)Cn2cnc3sc4c(c3c2=O)CCCC4)cc(OC)c1OC | / | 17 | 0 | 6 | 0.3 | -4 | -1 | -0.9 | 2 | -3
37 | O=S(=O)(c1ccccc1Cl)N1CCCC1c1nc(-c2cccc(Cl)c2)no1 (centres undefined) | / | 1 | -5 | 3 | 3.0 | -6 | 0 | -2.5 | 2 | -5
38 | COc1ccc(-n2nnnc2CNC(=O)c2c(-c3ccccc3Cl)noc2C)cc1 | 102 | / | / | / | / | -1 | 0 | / | 2 | /
39 | Cc1cc(C)c(NC(=O)C2CC3CCC2C3)c(C)c1 (centres undefined) | 108 | 30 | 2 | -3 | 0.1 | -3 | -2 | -0.5 | 8 | /
40 | Cc1cccc(Nc2nc(NCCCN3CCOCC3)nc(N)c2[N+](=O)[O-])c1 | 123 | 1 | -2 | -7 | 0.5 | 1 | 9 | -4.8 | 3 | -3
41 | O=C(O)C1CSC2c3ccccc3C(=O)N12 (centres undefined) | 83 | 10 | 0 | -9 | -1.5 | 2 | 14 | -3.2 | 3 | 11
42 | CCCc1cc(=O)oc2c(C)c(OC(C)C(=O)NCc3ccccn3)ccc12 (centres undefined) | / | -6 | 4 | -4 | 1.0 | 0 | -3 | 0.6 | -1 | -5
43 | O=C(NC(C(=O)N/N=C/c1ccncc1)c1n[nH]c(=O)c2ccccc12)c1ccccc1 (centres undefined) | 100 | 10 | 0 | -7 | -1.1 | 15 | 2 | -3.5 | -1 | -2
44 | Cc1ccc(OCC(=O)N/N=C\c2ccco2)c(C)c1 | 87 | -14 | -1 | -20 | 1.2 | 1 | -3 | -2.3 | 0 | -4
45 | O=C(Cc1ccccc1)CC(CC(=O)c1ccccc1)c1ccccc1 (centres undefined) | 112 | / | / | / | / | -13 | -2 | / | -2 | /
46 | CC(=O)c1ccc(OCC(=O)N2CCCC2c2ccc3c(c2)OCCCO3)cc1 (centres undefined) | 108 | -2 | -5 | -9 | -0.2 | 0 | -1 | -1.6 | 2 | -3
47 | Cc1ccc(CNc2nc(N)c([N+](=O)[O-])c(NCCO)n2)cc1 | / | 8 | -3 | 2 | 2.4 | -1 | 0 | 0.2 | -4 | 62*
48 | Cc1ccc2c(c1)/C(=C/c1ccco1)C(=O)N2 | 83 | -3 | 0 | -8 | -0.1 | 11 | 0 | -1.0 | -2 | 1
49 | O=C1CN(C(=O)CSc2nnc3ccccn23)c2ccccc2N1 | 96 | -4 | -1 | 2 | -1.4 | -3 | -2 | -0.1 | -2 | -6

Only part of the results is shown; rates above refer to the full screens.
